Screening results from PubChem.
aSyn 5UTR inh: 5' untranslated region of α-synuclein, MLPCN primary screen; inhibition, % (tested at 7.5 µM); alpha-synuclein 5'UTR reporter, inhibitor activity; hit rate 0.82% among 300,000; in the data active = inhibition above about 60%;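 also: H4 neuroglioblastoma cells stably carrying SNCA 5'UTR luciferase fusion; 0% = DMSO wells and 100% = positive control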
HSP90 refold inh: blocks HSP90-mediated luciferase refolding in reticulocyte lysate. Rabbit reticulocyte lysate, luciferase refolding luminescence, 3 h. inhibition, % at 5.6 µM. hit rate 0.91% among 290,000. AID 1789;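 active = inhibition above the screen-wide mean plus 3 SD, computed separately per campaign, cut at about 16% in these data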;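 also: 0% = DMSO wells and 100% = 60 µM geldanamycin wells; inhibitors lower the luminescence because luciferase stays unfolded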
AI-2 QS mod: modulators of Vibrio harveyi AI-2 quorum sensing system | Vibrio harveyi JMH597 AI-2 luminescence/OD600 ratio, 9 h; hits give low values; strain lacks LuxN and CqsS sensors; 0 = neutral-control median | activity change, % at 7.5 µM | hit rate 0.4% among 300,000; in the data active = activity change below about -75%, passing the limit was not always enough;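 also: luminescence divided by OD600 gain over 9 h not by final OD600 alone; inactives centre near 13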
GSK3B inh: blocks human GSK3beta kinase activity. GST-GSK3beta kinase, ADP-Glo luminescence, 60 min; hits give low values. hit rate 0.038% among 300,000. activity score (negative = inhibition), % at 10 µM. AID 2097;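 active = more than half of replicate wells score below -50%, meaning over 50% inhibition versus plate controls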;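 also: 0% = median DMSO wells and -100% = median GW8510 positive control wells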
Target sequence (P49841 whole entry, looked up): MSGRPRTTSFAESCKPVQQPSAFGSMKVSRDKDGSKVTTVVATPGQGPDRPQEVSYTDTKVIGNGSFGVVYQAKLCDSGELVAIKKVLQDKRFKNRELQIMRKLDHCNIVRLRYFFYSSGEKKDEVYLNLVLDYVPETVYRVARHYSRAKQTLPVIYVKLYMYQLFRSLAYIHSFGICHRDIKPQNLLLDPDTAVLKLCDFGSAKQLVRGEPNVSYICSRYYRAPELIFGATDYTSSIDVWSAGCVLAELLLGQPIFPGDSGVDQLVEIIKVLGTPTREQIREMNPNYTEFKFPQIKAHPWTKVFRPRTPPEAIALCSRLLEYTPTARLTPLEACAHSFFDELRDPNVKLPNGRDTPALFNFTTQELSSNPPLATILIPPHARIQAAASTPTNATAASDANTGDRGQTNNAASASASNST
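Test system – GST-tagged human GSK3beta kinase, cell-free · Incubation – 60 min enzyme reaction, room temperature · Signal – ADP-Glo luminescence · Also added – peptide substrate and ATP at 25 µM · Controls – DMSO neutral wells and GW8510 at 20 µM as positive · Buffer or medium – Tris/MgCl2 kinase buffer · Measure – Luminescence-derived activity versus plate DMSO and GW8510 wells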
HSF1 inh: HSF1 inhibition; NIH3T3-HGL HSE-luciferase, MG132-induced, luminescence 8 h; hits give low values; activity change, negative = inhibition, % at 7.5 µM (by protocol); hit rate 0.77% among 300,000; AID 2098;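 active = more than half of replicate wells show activity change below -50%, luminescence cut by over half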;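 also: luciferase reports HSF-1 transcriptional activity via heat shock element; 0% = median of DMSO wells and -100% = zero luminescence signal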
HIF activator: HIF pathway transcriptional activation. U2OS HRE-luciferase reporter, luminescence; normalized: DMSO 0%, desferrioxamine 100%. activation, % at 7.5 µM (by protocol). hit rate 0.32% among 300,000;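 active = mean activation of at least 10% of the iron chelator positive control signal, with at least half of replicates also reaching 10%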
KLF5 inh: suppresses KLF5 promoter-driven expression | DLD-1 KLF5 promoter-luciferase reporter, luminescence | inhibition, % at 5 µM | hit rate 0.23% among 290,000;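 active = inhibition above a per-plate limit of that plate's mean compound inhibition plus 3 SD, cut at about 60% in these data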;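 also: 0% = DMSO wells and 100% = LY294002 at 200 µM; higher means less KLF5 promoter-driven luciferase light; inactives centre near -14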
GSK3 alpha inh: human GSK-3 alpha kinase inhibition; P49840; ADP-Glo luminescence, 60 min; inhibition, % at 10 µM; hit rate 0.1% among 320,000; AID 2650;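 in the data active = inhibition above about 50%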;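 also: GST-tagged GSK-3 alpha with peptide substrate and 25 µM ATP; 0% = DMSO neutral wells and 100% = GW8510 positive control wells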
Target sequence (P49840 whole entry, looked up): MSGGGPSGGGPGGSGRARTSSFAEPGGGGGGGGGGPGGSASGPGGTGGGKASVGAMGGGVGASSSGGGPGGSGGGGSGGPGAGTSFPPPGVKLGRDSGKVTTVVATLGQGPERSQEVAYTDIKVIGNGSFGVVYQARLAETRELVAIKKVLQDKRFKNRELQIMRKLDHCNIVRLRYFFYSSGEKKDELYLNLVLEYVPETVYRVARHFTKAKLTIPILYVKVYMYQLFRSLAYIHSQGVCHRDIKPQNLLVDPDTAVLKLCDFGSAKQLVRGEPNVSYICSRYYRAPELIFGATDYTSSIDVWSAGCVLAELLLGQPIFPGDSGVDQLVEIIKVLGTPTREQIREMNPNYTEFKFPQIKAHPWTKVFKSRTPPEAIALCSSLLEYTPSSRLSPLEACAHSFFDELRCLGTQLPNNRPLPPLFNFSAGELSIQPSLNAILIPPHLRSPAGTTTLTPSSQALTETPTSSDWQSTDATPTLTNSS
HSF1 activator: increases HSF-1 driven luciferase reporter signal; NIH3T3-HGL HSF-1 luciferase reporter, MG132, 8 h; 100% = twice DMSO control signal; activation, % at 9 µM; hit rate 1.7% among 300,000; AID 504408;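 active = mean replicate activation of at least 50% with a set share of replicates each reaching 50%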;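 also: 0% = median of the neutral control wells and 100% = twice that signal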
IEC-6 tox: kills IEC-6 intestinal cells in KLF5 counter-screen | IEC-6 cytotoxicity, luminescence viability | inhibition, % at 5 µM | hit rate 0.78% among 290,000; in the data active = inhibition above about 22%;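 also: 0% = plate median of test compound wells and 100% = cytotoxic reference compound wells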
* marks the source's active call; other numbers are inactive results; / = not tested or not shown.

Second line of a record – GSK3B inh	HSP90 refold inh	HIF activator	IEC-6 tox	aSyn 5UTR inh	AI-2 QS mod	GSK3 alpha inh	HSF1 inh	HSF1 activator	KLF5 inh
Cc1ccccc1NC(=S)N(CCN1CCCCCC1)Cc1cccs1
    /	2	0.0	4	-8	/	/	-6	-13	-38
Cc1[nH]c2ccc(-c3nnc(SCC(=O)NCc4ccco4)n3Cc3ccccc3)cc2c1C
    1	8	-0.1	1	10	27	-2	6	3	4
CCc1cc(C(N)=S)ccn1
    -6	0	0.6	3	-14	18	-1	-7	-20	-20
CN1CCN(C(=O)c2c(O)c3cccc4c3n(c2=O)CC4)CC1
    -1	4	-0.2	6	14	6	-5	3	22	-10
Oc1ccccc1-c1cc(C(F)(F)F)nc(-c2ccccc2)n1
    0	-4	-0.5	-6	24	12	3	-7	-18	-25
O=C(CCC(=O)N1CCOc2ccc(Cl)cc21)NCc1ccccc1
    1	-5	-0.2	-5	-11	21	1	-3	1	-18
O=c1[nH]c(C2CCN(S(=O)(=O)/C=C/c3ccccc3)CC2)nc2c1nnn2Cc1ccc(F)cc1
    -2	3	-1.5	-4	7	33	1	4	19	-9
O=C(Nc1ccc2ncccc2c1)c1ccccc1Br
    2	-5	4.4	-2	-297	11	0	14	8	-201
CC(=O)c1c(C)[nH]c(C(=O)N2c3ccccc3CC2C)c1C (stereo unspecified)
    1	-1	-0.1	1	0	28	2	-5	9	-2
CC(C)NC(=S)N/N=C/C1=CCC2CC1C2(C)C (stereo unspecified)
    2	3	1.3	6	3	21	1	6	-7	-37
Cc1cc(C(F)F)nn1CC(=O)NC1CCCCCC1
    -1	7	0.0	5	-8	9	1	-5	4	-12
O=C(NCCS(=O)(=O)N1CCN(c2cccc(Cl)c2)CC1)C1CC1
    4	/	-1.2	/	8	23	-2	3	8	/
Cc1csc(=NC(=O)c2ccccc2)n1C
    -1	11	3.9	1	-126	11	-2	27	28	-169
Cc1c(NC(=O)c2cc(-c3ccccc3)on2)c(=O)n(-c2ccccc2)n1C
    -4	-2	-0.1	3	26	0	-3	0	-16	-4
COc1ccc(Nc2nc(N)nc(CN(C)C3CCCCC3)n2)cc1
    -1	-1	1.5	-6	-6	9	-3	-9	-8	15

Second line of a record – GSK3B inh	HSP90 refold inh	HIF activator	IEC-6 tox	aSyn 5UTR inh	AI-2 QS mod	GSK3 alpha inh	HSF1 inh	HSF1 activator	KLF5 inh
O=C(NCC1CCCO1)C(=O)NCC(c1ccco1)N1CCN(c2ccc(F)cc2)CC1 (stereo unspecified)
    -2	-5	0.1	1	1	24	11	-7	4	-4
COC(=O)c1ccc(COc2ccc(CNCc3ccc(Cl)cc3)cc2)cc1
    -1	5	0.6	-2	-92	19	-4	19	0	-96
COC(=O)c1c(-c2cccc(C)c2)csc1NC(=O)C1CCCO1 (stereo unspecified)
    -1	-6	1.1	-10	-56	13	0	7	-1	-19
NC(=S)NNC(=O)Nc1ccc(Cl)c(Cl)c1
    -1	-4	-0.3	-4	27	25	1	-15	-1	-26
Cc1ncc(CO)c(/C=N/NC(=S)Nc2ccc(Cl)c(Cl)c2)c1O
    -23	2	0.3	4	-5	-210*	5	16	31	1
COc1cc(CC(=O)OCC(=O)N2CCCCC2)cc(OC)c1OC
    -1	-5	-6.9	2	4	31	1	-14	3	-18
COc1ccc(CCn2c(N3CCN(Cc4ccccc4)CC3)nc3c2c(=O)[nH]c(=O)n3C)cc1
    1	1	0.1	-4	21	7	-5	1	-7	20
COc1ccc(C(=O)NC(=S)N2CCOCC2)cc1[N+](=O)[O-]
    -6	3	0.2	4	4	10	-1	-4	-13	-10
CN1C(=O)N(C)C2(CC1(C)C)CC(C)(C)N(C)C(=O)N2C
    2	6	0.1	8	-4	22	-3	-4	-7	2
Cc1nn(C)c(Oc2cccc(Cl)c2)c1C#N
    3	4	0.1	9	6	7	/	-7	-9	-5
O=c1c2ccccc2nc(-c2ccccc2)n1/N=C/c1ccc([N+](=O)[O-])cc1
    0	2	0.2	4	9	28	-1	3	-4	-4
O=C1CCCCN1CCC(=O)N1CCCC(N2CCN(c3cccc(Cl)c3)CC2)C1 (stereo unspecified)
    0	-5	1.3	-9	-36	14	-1	13	2	-34
NC1=Nc2cccc3cccc1c23
    1	3	-0.5	11	-32	19	-1	-2	-11	14
O=C1CN(C(=O)/C=C/c2ccc(Br)cc2)CCN1
    0	2	0.8	-2	6	12	-1	-6	-1	-21
CN(C(=O)COC(=O)CCc1nc2ccccc2c(=O)[nH]1)C1CCS(=O)(=O)C1 (stereo unspecified)
    -2	-1	0.2	2	-18	12	4	1	8	-22

Second line of a record – GSK3B inh	HSP90 refold inh	HIF activator	IEC-6 tox	aSyn 5UTR inh	AI-2 QS mod	GSK3 alpha inh	HSF1 inh	HSF1 activator	KLF5 inh
COc1ccc(NS(=O)(=O)c2ccc(C)c(C(=O)OC(C)C(=O)N3CCOCC3)c2)cc1 (stereo unspecified)
    -1	/	0.0	/	-20	20	0	-2	-3	/
CC(C)(C)CC(C)(C)NC(=S)Nc1ccc(S(=O)(=O)N2CCOCC2)cc1
    4	1	-0.8	-4	2	15	-1	-4	4	-11
CCC(=O)N1CCc2cc(S(=O)(=O)NCCC(=O)N3CCN(c4cccc(OC)c4)CC3)ccc21
    4	1	30*	4	3	17	6	3	5	-19
COC(=O)c1ccccc1C(=O)N1CCC(CCC(=O)NC2CC2)CC1
    -1	-3	0.0	-2	12	27	-1	-1	-5	-15
COc1cc(CNc2ccc(O)cc2)cc(Br)c1OCc1ccccc1F
    0	0	-0.2	0	15	10	-2	5	27	-22
COCCCNC(=O)CS(=O)(=O)Cc1nc(-c2ccccc2C)oc1C
    -2	-2	0.2	-2	18	28	1	-2	4	-22
Cc1ccc(OCc2ccc(C(=O)NCc3cccnc3)cc2)cc1C
    0	-1	0.3	2	-44	10	-2	11	7	-35
Cc1ccc2c(c1)NC(=O)C(CC(=O)NCCCN1CCCC1)O2 (stereo unspecified)
    2	-1	-0.1	-3	0	25	2	-2	2	-6
CC(=O)c1ccc(S(=O)(=O)N2CCN(C(=O)/C=C/c3ccc4ccccc4n3)CC2)cc1
    0	0	0.0	2	62*	16	0	0	-8	6
CCCC1=Nc2cc(C(=O)N3CCC(C(N)=O)CC3)ccc2Sc2ccccc21
    1	1	0.3	1	10	-2	1	1	0	-19
CCOC(=O)c1c(NC(=O)C(F)(OC)C(F)(F)F)sc2c1CCN(C)C2 (stereo unspecified)
    1	4	-0.3	4	-1	38	1	-8	-9	19
Cc1nn(-c2ccccc2)c(=O)c2noc(C)c12
    -2	3	/	-1	/	15	0	/	/	8
Fc1ccc(-c2ccnc(=S)[nH]2)cc1
    -3	-1	1.3	-3	7	15	-1	9	11	0
CCCCN1CCc2c(c3ccccc3n2Cc2ccccc2)C1
    2	3	0.8	6	-9	0	-2	-4	-9	-12
COc1cccc(N(CC(=O)N2CCN(C)CC2)S(=O)(=O)c2ccccc2)c1
    1	1	-0.5	1	13	12	-2	-7	-15	5

Full records, looked up by structure. Screens in order: GSK3B inh	HSP90 refold inh	HIF activator	IEC-6 tox	aSyn 5UTR inh	AI-2 QS mod	GSK3 alpha inh	HSF1 inh	HSF1 activator	KLF5 inh
`CN(C(=O)COC(=O)CCc1nc2ccccc2c(=O)[nH]1)C1CCS(=O)(=O)C1` (stereo unspecified) is entered as -2	-1	0.2	2	-18	12	4	1	8	-22
`Cc1ccc2c(c1)NC(=O)C(CC(=O)NCCCN1CCCC1)O2` (stereo unspecified) is entered as 2	-1	-0.1	-3	0	25	2	-2	2	-6

(cont.)
Second line of a record – GSK3B inh	HSP90 refold inh	HIF activator	IEC-6 tox	aSyn 5UTR inh	AI-2 QS mod	GSK3 alpha inh	HSF1 inh	HSF1 activator	KLF5 inh
Cc1cccc(Nc2ncnc3onc(-c4ccc(F)cc4)c23)c1C
    7	0	-0.7	4	26	9	-2	-2	0	-4
Cc1c(NC(=S)NC(NC(=O)C(C)C)C(Cl)(Cl)Cl)c(=O)n(-c2ccccc2)n1C (stereo unspecified)
    3	-2	-0.9	-1	6	26	/	0	-3	18
CCc1ccccc1N(C(=O)c1snc(C(N)=O)c1N)C(C(=O)NCC1CCCO1)c1c[nH]c2ccccc12 (stereo unspecified)
    -2	6	-0.7	8	16	-4	0	-6	-27	1
Cc1cc2c(cc1C)NC(=O)CC(C(F)(F)C(F)(F)C(F)(F)F)=N2
    3	-3	0.6	1	2	1	-1	4	11	-28
Nc1ccc(Nc2ccccc2N)cc1
    3	1	-0.1	-7	19	18	-1	0	-3	12
COc1ccc(C(N)CCc2ccco2)cc1 (stereo unspecified)
    -3	7	0.1	-1	-11	42	-1	1	7	6
COc1ccc(/C=C(/NC(=O)c2ccco2)C(=O)Nc2cccc(C(=O)O)c2)cc1
    0	1	0.1	-10	-10	-4	-3	-11	-9	-39
Cn1c(CN2CCCCC2)nc2cc(NS(=O)(=O)c3ccc(Cl)cc3)ccc21
    0	3	-0.3	0	12	31	-1	0	11	-25
O=C(NCc1cccnc1)C(=O)NC1CCCCC1
    0	3	0.5	0	-8	18	-4	3	19	-37
CCC1CCC/C1=N\NC(=O)c1cc(C)[nH]n1 (stereo unspecified)
    -1	-2	0.6	-4	-12	25	0	-7	-8	-21
O=C(c1cc2ccccc2o1)N1CCCCCC1
    -1	0	1.3	-4	-64	-7	-23	7	33	-34
CC(C)C(C(=O)NCC1CCCO1)N(Cc1ccccc1)C(=O)CNS(=O)(=O)c1ccccc1 (stereo unspecified)
    0	-1	-0.2	-1	21	11	-3	6	17	-16
COc1cc(CNCc2cccnc2)ccc1OCc1ccccc1
    1	-2	1.2	4	-58	6	0	10	14	-41
Cc1ccc(NC(=O)COC(=O)CN2C(=O)C3CCCCC3C2=O)cc1S(=O)(=O)N1CCOCC1 (stereo unspecified)
    0	-5	0.0	3	27	12	-2	2	-2	3
